# High-throughput results: PubChem BioAssay, Broad Institute
# PGC1a acetyl inh = inhibitors of PGC1a acetylation signal, primary screen, cell-based, U2OS, AlphaScreen, inhibitor mode | AlphaScreen anti-acetyl-lysine; with virally co-expressed GCN5 acetyltransferase | inhibition, % at 15.6 µM | actives 0.17% (n = 350,000) | AID 651687, 2012;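 active means every replicate shows inhibition of at least 40%; inconclusive means mean inhibition at least 40% but some replicate below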;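 further: 0% = neutral control wells and 100% = positive control wells; some results beyond the cut were filed as inactive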
# EWS-Fli inh = EWS/Fli-driven NR0B1 reporter inhibitors, primary screen, A673 cells, NR0B1 luciferase, luminescence, MLPCN library. AID 651661, 2012. viability-normalised. inhibition, % at 12.6 µM. actives 0.67% (n = 350,000);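 active means mean inhibition of at least 50% after viability correction, with every replicate also passing that limit; inconclusive means mean reaches 50% but only one of two replicates passes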;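 further: firefly luciferase signal divided by Alamar Blue viability fluorescence both relative to DMSO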
# FN deposit inh = inhibitors of fibronectin matrix deposition, primary screen, AH1F cells, Alexa488-fibronectin fluorescence, plate reader; actives 0.086% (n = 350,000); AH1F fibroblasts, overnight; inhibition, % at 12.6 µM;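 active means mean inhibition across replicates of 30% or more, regardless of how many single replicates reach that level; inconclusive means mean under 30% yet at least half of replicates reach 30%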;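 further: positive control wells lacked labelled fibronectin entirely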
#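 Schedule: 1 h cell adhesion before compound, then overnight fibronectin incubation; test system: AH1F fibroblast monolayer depositing Alexa488-labelled fibronectin into matrix; quantity: 10000 AH1F cells per well; probe or stimulus: fluorescent fibronectin at 24 nM final; signal: fluorescence, ex 485 nm, em 525 nm; evaluation: percent inhibition as loss of matrix-bound fibronectin fluorescence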
# Cneo AK release = Cryptococcus neoformans cell lysis inducers, primary screen, AK release luminescence, single concentration; C. neoformans lysis, adenylate kinase release luminescence, 4 h; normalised: neutral wells 0, clomiphene wells 100; actives 0.2% (n = 360,000); lysis activity, % at 15 µM;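 active means mean lysis activity across replicates of at least 80%, whatever share of replicates individually reach that level; inactive means mean lysis activity below 80%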
#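 Material: C. neoformans cells | Amount: Yeast cell density of 5 × 10^6 cells/mL | Medium: Fresh YPD growth medium | Dosing: Single dose | Times: Static 4 h at 37 °C with compound, 1 h detection | Detection: AK luminescence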
# LGR2 inh = inhibitors of bursicon-induced LGR2 CRE-luciferase signal, primary screen, cell-based, HEK293, CRE-luciferase reporter, bursicon stimulation | inhibition, % at 9.99 µM | AID 720647, 2013 | actives 0.35% (n = 380,000) | Drosophila bursicon receptor LGR2 (rickets) | bursicon-stimulated, 4 h;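 active means drop in luminescence signal, shown as inhibition above about 50% in the replicate tests, limit read from the data, passing the limit was not always enough; inconclusive means probably only some replicates passing the limit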;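 further: agonist challenge used bursicon conditioned medium at about half maximal strength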
# PAX8 inh HTS = inhibitors of PAX8-driven TPO luciferase reporter, primary screen, RMG-I cells, single concentration | SteadyGlo, 24 h | inhibition, % at 12.6 µM | actives 1.2% (n = 360,000);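 active means mean replicate inhibition at least 60% with every replicate also reaching 60%; inconclusive means only one of the two criteria is met; inactive means mean below 60% and not all replicates reaching 60%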;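 further: luciferase light reporting Pax8 driven TPO promoter activity; plate controls were median of neutral control wells for no effect and mitoxantrone controls for full effect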
# miR-122 sensor = miR-122 Renilla sensor signal increase in Huh7, primary screen, miR-122 inhibitor project, cell-based, single point, plate reader | Huh7 miR-122 Renilla luciferase sensor, 48 h; neutral wells = 0, positive control = 100 | AID 602342, 2012 | activation (reporter increase), % at 12.5 µM | actives 0.3% (n = 340,000);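 active means mean replicate activation score at least 90 and every replicate individually at or above 90; inconclusive means only one of the two criteria met; inactive means neither criterion met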;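 further: higher luciferase means less miR-122 activity so hits act as miR-122 inhibitors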
# CASP6 VEID inh = human caspase-6 inhibitors, primary screen, biochemical, VEID-R110 fluorescence, single point, set 2; P55212; purified caspase-6, Z-VEID-R110 cleavage fluorescence; inhibition, % at 12.5 µM; actives 0.53% (n = 350,000); AID 686996, 2013;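 active means mean inhibition across replicates at least about 35%, with every replicate also reaching that limit, limit read from the data; inconclusive means only one of the two criteria met; inactive means neither criterion met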;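 further: 0% = median of neutral control wells and 100% = no fluorescence left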
# Target sequence (P55212 24-179 limits assumed): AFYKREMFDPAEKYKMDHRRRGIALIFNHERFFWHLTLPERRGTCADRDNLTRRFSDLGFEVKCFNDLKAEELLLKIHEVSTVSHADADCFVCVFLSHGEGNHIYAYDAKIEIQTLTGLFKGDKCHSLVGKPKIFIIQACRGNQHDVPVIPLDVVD
# Target sequence (P55212 194-293 limits assumed): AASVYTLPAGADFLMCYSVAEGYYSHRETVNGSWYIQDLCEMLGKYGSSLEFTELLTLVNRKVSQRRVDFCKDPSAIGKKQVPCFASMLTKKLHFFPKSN
# * = called active by the depositor; ? = inconclusive; · = no result given; & = joins results of further samples; [ ] = dose if it differs, or a comment.
compound	PGC1a acetyl inh	EWS-Fli inh	FN deposit inh	Cneo AK release	LGR2 inh	PAX8 inh HTS	miR-122 sensor	CASP6 VEID inh
COc1ccc(NC(=O)Nc2ccc3c(c2)C(=O)N([C@@H](C)CO)C[C@@H](C)[C@H](CN(C)S(=O)(=O)c2ccccc2)OCCCC[C@@H](C)O3)cc1	2	0	-7	-11	-9	-13	-1[16.7 µM]	6
CC(Cc1n[nH]c(=S)n1N)c1ccccc1 (configuration not stated)	-7	4	-1	1	7	-11	-3	2
COc1cc(/C=N/OCC(=O)NC2CCCCC2)ccc1OCc1ccccc1	-5	·	1	-1	-8	-109	0	·
CN(C)C(=O)c1cccc(-c2ccc([C@H]3[C@@H](CO)N4CCCCN(C(=O)C5CCC5)C[C@@H]34)cc2)c1	-2	0	·	0	-8	-3	9[16.7 µM]	·
Cc1cc(C)c(C(N)=O)c(Nc2cccc(Cl)c2)n1	-1	-4	·	-6	3	·	4	0
O=C(Nc1ccc(Cl)c(Cl)c1)N[C@@H]1CC[C@@H](CCn2cc(C3CCCCC3)nn2)O[C@@H]1CO	-9	5&13	-1&4	3	13&1	-25&8	·	-1&-2
Cc1ccc(CNc2nc(NCC3CC3)nc3ccsc23)c(C)c1	·	29	-2	0	2	25	-9	0
O=C(NCc1cccs1)C1CCCN1C(=O)Nc1ccccc1Cl (configuration not stated)	·	5	3	0	-4	0	·	0
CN1C(=O)c2cc(NC(=O)Cc3cccs3)ccc2OC[C@H]2O[C@H](CC(=O)N[C@@H]3CCN(Cc4ccccc4)C3)CC[C@@H]21	·	13	2	1	-3	11	·	-12
COc1ccc(NCc2cc(=O)oc3cc(NC(C)=O)ccc23)cc1	·	3	1	0	-2	-27	·	0
CC(=O)c1ccc(NC(=O)C2CCCN(S(=O)(=O)c3ccc(-n4cnnn4)cc3)C2)cc1 (configuration not stated)	-9	2	-2	-2	-25	-22	-3	0
COc1ccc(OC)c(NC(=O)CSc2nc3ccccc3c(=O)n2CCNC(C)=O)c1	12	·	1	-2	·	7	-5	·

# Copied from the list:
# Reading of COc1ccc(NC(=O)Nc2ccc3c(c2)C(=O)N([C@@H](C)CO)C[C@@H](C)[C@H](CN(C)S(=O)(=O)c2ccccc2)OCCCC[C@@H](C)O3)cc1 in FN deposit inh: -7
# Reading of Cc1cc(C)c(C(N)=O)c(Nc2cccc(Cl)c2)n1 in Cneo AK release: -6

# Results in miR-122 sensor and CASP6 VEID inh, for some of the entries so far:
Structure,miR-122 sensor,CASP6 VEID inh
CN1C(=O)c2cc(NC(=O)Cc3cccs3)ccc2OC[C@H]2O[C@H](CC(=O)N[C@@H]3CCN(Cc4ccccc4)C3)CC[C@@H]21,·,-12
COc1ccc(NCc2cc(=O)oc3cc(NC(C)=O)ccc23)cc1,·,0

# (further entries)
compound	PGC1a acetyl inh	EWS-Fli inh	FN deposit inh	Cneo AK release	LGR2 inh	PAX8 inh HTS	miR-122 sensor	CASP6 VEID inh
Cc1ccc(CNC(=O)[C@@H]2CCC(=O)N2Cc2ccco2)cc1	-11	·	-14	1	·	-29	-2	·
CCCCCN(C(=O)CCC(=O)OCC(=O)c1ccc(CCC)cc1)c1c(N)n(CCCC)c(=O)[nH]c1=O	12	-3	-7	-1	13	3	-1	-1
Cc1nn(-c2ccccc2)c(Cl)c1C(=O)NNC(=O)c1ccncc1	14	-4	27	0	-6	-9	5	1
CC(C)(C)CC(C)(C)NC(=S)NC1CCN(Cc2ccccc2)CC1	1	22	1	27	8	37	-3	-7
OCCNc1nc(Nc2ccccc2O)nc(N2CCCC2)n1	·	-2	-4	0	-11	-7	·	3
C[C@@H]1CN([C@H](C)CO)C(=O)Cc2cc(NS(=O)(=O)c3ccc(Cl)cc3)ccc2O[C@@H]1CN(C)C	-8	4	·	0	-4	-16	-8[16.7 µM]	0
CC(C)CCNC(=O)C(c1ccc(O)cc1)N(Cc1ccco1)C(=O)CCC(=O)Nc1nccs1 (configuration not stated)	·	8	-1	-3	-2	-1	·	2
CCC(OC(=O)c1nsc(Cl)c1Cl)C(=O)NC(C)(C)C (configuration not stated)	·	3	-4	·	0	-23	·	2
N#C[C@@H]1[C@H](c2ccc(-c3cccc(F)c3)cc2)[C@H](CO)N1C(=O)CN1CCOCC1	1	2	14	-1	5	3	·	0
Cc1noc(C)c1S(=O)(=O)N1CCCC(C(=O)NCC2CCCO2)C1 (configuration not stated)	?	·	-6	0	·	-23	2	·
CCCNC(=O)Nc1ccc2c(c1)OC[C@H](C)N(C(=O)CC)C[C@H](C)[C@@H](OC)CN(C)C2=O	-3	1	·	·	-8	·	·	-4
Cc1cccc(C(=O)NCc2nnc(SCc3ccc(F)cc3)n2C)c1	·	-4	·	·	24	-12	·	0

# Additional compounds follow:
compound	PGC1a acetyl inh	EWS-Fli inh	FN deposit inh	Cneo AK release	LGR2 inh	PAX8 inh HTS	miR-122 sensor	CASP6 VEID inh
CCCNC(=O)C[C@H]1C[C@@H]2c3cc(NC(=O)c4cccnc4)ccc3O[C@@H]2[C@H](CO)O1	-3	0	-3	-3	-11	-13	0[16.7 µM]	·
O=C(NCC(=O)N1CCCC(C(F)(F)F)C1)c1ccc(Br)o1 (configuration not stated)	·	0	2	·	-9	·	·	-119
C[C@@H]1CCCCO[C@H](CN(C)Cc2ccccc2)[C@@H](C)CN([C@@H](C)CO)C(=O)c2cc(NC(=O)Nc3ccc4c(c3)OCO4)ccc2O1	-1	-63	1	-1	-11	6	11[16.7 µM]	1
CCOc1ccc(CCNC(=O)c2nnn(CC(=O)Nc3c(C)cc(C)cc3C)c2N)cc1OCC	-12	-6	-8	2	-7	-3	7	0
C[C@H]1CN([C@@H](C)CO)C(=O)Cc2cc(NS(=O)(=O)c3ccccc3)ccc2O[C@H]1CN(C)C(=O)Nc1ccc2c(c1)OCO2	-9	-15	·	·	13	4	2[16.7 µM]	·
COc1cc(C#N)ccc1OCC(=O)N1CCc2ccccc2C1	·	0	2	0	27	-4	·	-7
CC1(C)NC(=O)N(CCCCSc2ccc(Cl)cc2)C1=O	-8	·	5	3	·	-6	20	·
CCOCCCNC(=O)Cc1ccc(-n2c(CC)nc3cccnc32)cc1	-3	3	3	-1	-19	12	3	0
COCCNC(=S)N/N=C(\C)c1cc2ccccc2o1	-19	15	·	21	4	-28	8	0
CCNC(=O)C[C@H]1CC[C@@H]2[C@H](COc3ccc(NC(=O)Nc4ccccc4OC)cc3C(=O)N2C)O1	6	-5	6	56	6	-18	8[16.7 µM]	0
COc1ccc(CNC(=O)c2ccc3nc(C)c(N(C)Cc4ccc(NC(C)=O)cc4)n3c2)cc1	-19	4	·	-3	-11	13	-4	-9
Cc1cc(NC(=O)CCC(=O)N(c2ccccc2)C(C(=O)NC2CCCC2)c2ccccc2C)no1 (configuration not stated)	-5	0	5	0	-21	8	7	1

# (listing goes on)
compound	PGC1a acetyl inh	EWS-Fli inh	FN deposit inh	Cneo AK release	LGR2 inh	PAX8 inh HTS	miR-122 sensor	CASP6 VEID inh
O=[N+]([O-])c1ccc(Cl)c(S(=O)(=O)NCC2CCCO2)c1 (configuration not stated)	2	·	·	1	-6	-5	-10	·
CSc1ccccc1NC(=O)COC(=O)c1c[nH]c(=O)[nH]c1=O	7	6	1	-5	-3	-9	0	0
Cc1ccnc(NC(=O)c2cccc(S(=O)(=O)N3CCCC3)c2)c1	-5	-38	0	-1	1	-13	-3	-6
Cc1cccc(/C=N/NC(=O)c2ccccc2OCc2cccc(Br)c2)n1	-2	28	10	2	9	10	16	4
Cc1ccc(N2C(=O)CC(Nc3ccccc3)C2=O)cc1 (configuration not stated)	-4	-3	·	0	-31	·	3	-2
COc1ccc(CN2C(=O)c3ccccc3C2C(=O)NCCc2ccccc2)c(OC)c1 (configuration not stated)	-8	9	2	1	-29	11	13	6
Cc1noc(C)c1S(=O)(=O)Nc1ccc2c(c1)C(=O)N([C@@H](C)CO)C[C@H](C)[C@H](CN(C)C(=O)c1ccccc1)OCCCC[C@H](C)O2	3	-1	2	-10	-18	-17	-1[16.7 µM]	0
Cc1ccc(C(=O)NCC(=O)OCc2nnc(-c3ccccc3)o2)cc1	·	·	4	2	5	-14	·	3
CCOC(=O)c1cccc(NS(=O)(=O)c2cnc[nH]2)c1	14	·	·	3	2	·	3	·
CCCNC(=O)Nc1ccc2c(c1)C(=O)N(C)[C@H]1CC[C@H](CC(=O)Nc3ccc4c(c3)CCCC4)O[C@@H]1CO2	6	6	4	-1	-6	6	-7[16.7 µM]	-1
COc1ccc(CCNC(=O)CSc2nnc3ccc(-c4ccccn4)nn23)cc1	·	-4	0	0	4	0	2	-2
S=c1[nH]nc(-c2ccco2)n1-c1ccc(Br)cc1	-4	7	-10	1	4	-6	-4	0

# Record cards (already shown). Values in the order: PGC1a acetyl inh, EWS-Fli inh, FN deposit inh, Cneo AK release, LGR2 inh, PAX8 inh HTS, miR-122 sensor, CASP6 VEID inh
# Results for CN1C(=O)c2cc(NC(=O)Cc3cccs3)ccc2OC[C@H]2O[C@H](CC(=O)N[C@@H]3CCN(Cc4ccccc4)C3)CC[C@@H]21 : ·, 13, 2, 1, -3, 11, ·, -12
# Results for COc1ccc(NCc2cc(=O)oc3cc(NC(C)=O)ccc23)cc1 : ·, 3, 1, 0, -2, -27, ·, 0
# Results for CCOC(=O)c1cccc(NS(=O)(=O)c2cnc[nH]2)c1 : 14, ·, ·, 3, 2, ·, 3, ·
# Results for O=C(Nc1ccc(Cl)c(Cl)c1)N[C@@H]1CC[C@@H](CCn2cc(C3CCCCC3)nn2)O[C@@H]1CO : -9, 5&13, -1&4, 3, 13&1, -25&8, ·, -1&-2

# (next part)
compound	PGC1a acetyl inh	EWS-Fli inh	FN deposit inh	Cneo AK release	LGR2 inh	PAX8 inh HTS	miR-122 sensor	CASP6 VEID inh
Nc1nc2c(C(=O)N3CCOCC3)nnn2c2ccccc12	10	-68	-2	·	-26	-101	4	-4
Cc1cc(Nc2ccc(N3CCOCC3)cc2)c2cccc(C)c2n1	·	10	-6	·	21	17	·	-2
CN(C)c1ccc(/C=C2\N=C(C(C)(C)C)OC2=O)cc1	7	5	-11	-4	5	-3	35	0
O=C(CNS(=O)(=O)Cc1ccccc1)NNc1ccccc1	-2	4	0	3	-9	-8	2	-2
CCC(=O)c1ccc(OCC(=O)N2CCN(c3ccccn3)CC2)cc1	1	5	11	0	-21	10	-4	1
O=C(C[C@@H]1CC[C@@H](NC(=O)Cc2cccnc2)[C@@H](CO)O1)Nc1ccccc1	6	-5	·	·	4	·	·	0
Cc1ccc(S(=O)(=O)Nc2ccc3c(c2)C(=O)N([C@@H](C)CO)C[C@@H](C)[C@@H](CN(C)S(C)(=O)=O)OCCCC[C@@H](C)O3)cc1	-5	-11	0	57	2	-17	16[16.7 µM]	-1
C=CC[C@@H](Cc1ccc(F)cc1)C(=O)OC[C@@H]1CCCN1C(=O)[C@H](CC=C)CC(=O)NCCO	·	6	-4	6	4	-4	-6	-2

# The order is random, and some 2.5% of all compounds hit somewhere here.
